KCNQ1 inh: blocks the human KCNQ1 potassium channel; P51787; CHO-K1 KCNQ1, FluxOR thallium flux fluorescence; hits give high values; B-score at 10 µM; actives 1.3% (n = 310,000); AID 2642;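 active = compounds whose thallium flux B-score, printed positive for inhibition, exceeds three library SD while starting fluorescence stays within three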;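 also: channel opened by potassium depolarization with thallium stimulus after 20 min compound exposure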
KCNQ1 pot: potentiators or activators of human KCNQ1 potassium channel | CHO-K1 KCNQ1, thallium flux FluxOR fluorescence; hits give high values | B-score at 10 µM | actives 0.35% (n = 310,000);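 active = fluorescence ratio B-score, a plate-corrected score, at least three library SD, with initial intensity B-score within 5 SD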
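Schedule – 37 °C overnight plating, 90-min dark dye load, 20-min compound pretreatment · System – stable KCNQ1 CHO-K1 line · Probe or stimulus – thallium- and potassium-containing depolarizing buffer · Measured by – kinetic FluxOR fluorescence, 10 s baseline plus 110 s post-stimulus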
GSK3A inh: inhibitors of human GSK-3 alpha kinase; actives 0.1% (n = 320,000); ADP-Glo luminescence, 60 min; AID 2650; inhibition, % at 10 µM; P49840;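 in the data active = inhibition above about 50%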;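 also: GST-tagged GSK-3 alpha with peptide substrate and 25 µM ATP; 0% = DMSO neutral wells and 100% = GW8510 positive control wells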
hERG rescue: hERG (human) protection from proarrhythmic block; activation (rescue from dofetilide block), less the hit threshold, % at 10 µM; actives 0.51% (n = 310,000); Q12809; CHO-hERG, FluxOR thallium flux, dofetilide IC70 present;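 active = activation above the mean of controls blocked by dofetilide plus 5 SD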;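 also: thallium influx through hERG after potassium depolarization seen as dye fluorescence rise; in these data hits start at about 4.7%; inactives centre near -7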
PolyA inhibitor: blocks polyadenylation in yeast reporter cells | actives 0.02% (n = 300,000) | S. cerevisiae SKY197-pL101 polyadenylation reporter, beta-gal luminescence; efflux-impaired pdr1/pdr3 knockout yeast; score 100 = 6 SD above DMSO | calls only at 12 µM;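 active = lowest replicate activity score at least 50, where 100 means six control SD above control mean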;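 also: yeast exposed to compound for 9 h at 30 °C; higher score means more reporter readthrough which indicates perturbed polyadenylation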
GSK3B inh: blocks human GSK3beta kinase activity. P49841. GST-GSK3beta kinase, ADP-Glo luminescence, 60 min; hits give low values. activity score (negative = inhibition), % at 10 µM. actives 0.038% (n = 300,000). AID 2097;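 active = more than half of replicate wells score below -50%, meaning over 50% inhibition versus plate controls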;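 also: 0% = median DMSO wells and -100% = median GW8510 positive control wells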
Target sequence (P49841 whole entry, looked up): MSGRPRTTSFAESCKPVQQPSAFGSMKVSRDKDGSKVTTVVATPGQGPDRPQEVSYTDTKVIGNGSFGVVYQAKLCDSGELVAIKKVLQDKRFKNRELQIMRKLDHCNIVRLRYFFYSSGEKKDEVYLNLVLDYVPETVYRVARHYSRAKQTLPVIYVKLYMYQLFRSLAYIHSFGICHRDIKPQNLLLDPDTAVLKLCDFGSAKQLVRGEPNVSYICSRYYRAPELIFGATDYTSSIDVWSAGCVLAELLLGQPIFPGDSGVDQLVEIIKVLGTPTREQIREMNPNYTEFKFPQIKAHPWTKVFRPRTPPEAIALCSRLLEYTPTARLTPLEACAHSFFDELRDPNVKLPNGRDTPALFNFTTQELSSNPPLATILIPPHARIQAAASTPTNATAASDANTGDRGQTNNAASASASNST
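Test system: GST-tagged human GSK3beta kinase, cell-free; evaluation: activity score scaled between in-plate DMSO and GW8510 controls; measured by: ADP-Glo luminescence; incubation: 60 min reaction, RT; benchmarks: DMSO and 20 µM GW8510; reagent: peptide substrate plus 25 µM ATP (final); medium: Tris/MgCl2 kinase buffer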
RGS4 block: inhibitors of human RGS4 | HEK293 M3R/RGS4 inducible, Fluo-4 calcium flux; hits give high values; triggered by carbachol at its EC20 | B-score at 10 µM | actives 0.45% (n = 310,000) | AID 463165;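 active = B-score, a plate-corrected calcium signal, over three deviations above library mean, with baseline fluorescence within five deviations of library mean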;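 also: RGS4 expression induced by doxycycline in cells with stable M3 receptor; B-score is computed from the integrated fluorescence ratio over baseline after carbachol; higher B-score means a larger calcium signal and so more RGS4 inhibition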
Target sequence (P49798 whole entry, looked up): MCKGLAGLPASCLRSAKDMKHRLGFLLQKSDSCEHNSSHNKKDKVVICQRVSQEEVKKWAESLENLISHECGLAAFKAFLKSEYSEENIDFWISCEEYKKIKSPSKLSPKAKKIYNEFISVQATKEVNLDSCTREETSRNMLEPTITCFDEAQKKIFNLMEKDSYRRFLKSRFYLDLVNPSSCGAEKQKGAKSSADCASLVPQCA
RGS4 act: RGS4 potentiation or activation | HEK293 M3R/inducible RGS4, carbachol calcium flux Fluo4; hits give low values | B-score at 10 µM | actives 0.92% (n = 310,000);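 active = B-score of the integrated calcium signal more than 4 SD below the library mean, with starting fluorescence not abnormally high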;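 also: negative B-score means reduced calcium response which marks RGS4 activation or potentiation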
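Assay system: Inducible-RGS4 HEK293 cells carrying M3 receptor | Schedule: Compound preincubation 20 min at room temperature before agonist | Signal: Kinetic calcium fluorescence imaging with Fluo4-AM dye, 2 µM | Read-out basis: B score from integrated fluorescence ratio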
Dyrk1A ADPGlo: Dyrk1A (rat) kinase inhibition; Q63470; ADP-Glo luminescence, NFATc1 peptide; inhibition, % at 12.5 µM; actives 0.43% (n = 310,000); in the data active = inhibition above about 50%;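 also: plate controls were vehicle with enzyme for no effect and no enzyme for full effect; many of its hits are not listed in these tables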
KCNK3 block: human KCNK3 channel inhibition, primary screen. O14649. B-score at 10 µM. actives 0.84% (n = 340,000). CHO-KCNK3 thallium flux, FluxOR fluorescence; hits give low values;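 active = B-score under library mean minus 4 SD, starting fluorescence ratio at most library mean plus 5 SD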;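 also: more negative B-score means stronger inhibition of thallium flux through KCNK3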
KCNK9 block: blocks the human KCNK9 two-pore domain potassium channel; B-score at 10 µM; HEK293 KCNK9, FluxOR thallium flux fluorescence; hits give low values; actives 1.2% (n = 310,000); Q9NPC2;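 active = ratio B-score over 3 SD below the library mean, with starting fluorescence within 5 SD of its mean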;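 also: negative B-score means less thallium flux so channel inhibition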
Target sequence (Q9NPC2 whole entry, looked up, the tested form may be a part): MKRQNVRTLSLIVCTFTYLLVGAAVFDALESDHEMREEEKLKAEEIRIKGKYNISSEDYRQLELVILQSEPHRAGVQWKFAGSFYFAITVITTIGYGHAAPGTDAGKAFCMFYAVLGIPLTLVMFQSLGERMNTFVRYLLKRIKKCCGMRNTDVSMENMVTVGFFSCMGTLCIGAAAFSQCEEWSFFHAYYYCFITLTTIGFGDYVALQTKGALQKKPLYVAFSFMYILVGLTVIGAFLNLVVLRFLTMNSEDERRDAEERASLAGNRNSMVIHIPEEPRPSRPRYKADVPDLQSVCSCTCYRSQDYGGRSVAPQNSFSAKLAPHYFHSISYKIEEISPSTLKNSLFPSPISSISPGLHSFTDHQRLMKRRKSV
Active calls of the source: *; i = inactive; nt = not tested or not shown.

SMILES | KCNQ1 inh | KCNQ1 pot | GSK3A inh | hERG rescue | PolyA inhibitor | GSK3B inh | RGS4 block | RGS4 act | Dyrk1A ADPGlo | KCNK3 block | KCNK9 block
O=S(=O)(O)c1nc2ccccc2n1Cc1ccc(Cl)cc1Cl | i | i | -1.1 | -3.7 | i | 1.8 | i | i | 5.1 | i | i
CCN1CCSc2ccc(C(=O)NCc3cccc(Br)c3)cc21 | i | i | -1.8 | -16.8 | i | 1.0 | i | i | 12.3 | -11.7* | -6.99*
Cc1cc(C)nc(Oc2ccc([N+](=O)[O-])cc2)n1 | i | i | -0.3 | -8.6 | i | -2.9 | i | i | 3.6 | i | i
CCOC(=O)c1c(C)nc(-c2ccccc2)nc1NC(C)=O | i | i | -3.6 | -8.8 | i | -1.3 | i | i | 6.5 | i | i
COC(=O)c1cc(NC(=O)CC2C(=O)NCCN2C(=O)c2ccccc2)cc(C(=O)OC)c1 (configuration not stated) | i | i | -0.4 | -5.5 | i | -1.1 | i | i | -0.8 | i | i
Cc1ccc(C)c(CNS(=O)(=O)c2ccc3c(c2)C(C)(C)C(=O)N3C)c1 | i | i | 1.4 | -3.4 | i | -4.7 | i | i | 1.8 | i | i
CC(CN1CCCCC1)OC(=O)c1ccc2c(c1)OCCO2 (configuration not stated) | i | i | -1.6 | -9.3 | i | 1.0 | i | -11.1* | 0.9 | i | i
COc1cccc(NC(=O)C2CCCN2C(=O)Nc2ccccc2)c1 (configuration not stated) | i | i | 0.2 | -10.2 | i | 1.7 | i | i | -1.0 | i | i
CC(Oc1cccc2cccnc12)C(=O)N/N=C/c1ccc2c(c1)OCO2 (configuration not stated) | i | i | -2.1 | -7.8 | i | 4.1 | i | -12.7* | -3.8 | i | i
Cc1ccccc1OCC(=O)Nc1ccc2c(c1)C(=O)N(CCC(=O)O)C2=O | i | i | -1.2 | -9.2 | i | 2.6 | i | i | -1.9 | i | i

Single entries from the list:
In hERG rescue, CCN1CCSc2ccc(C(=O)NCc3cccc(Br)c3)cc21 has -16.8
In hERG rescue, Cc1cc(C)nc(Oc2ccc([N+](=O)[O-])cc2)n1 has -8.6
In hERG rescue, COC(=O)c1cc(NC(=O)CC2C(=O)NCCN2C(=O)c2ccccc2)cc(C(=O)OC)c1 (configuration not stated) has -5.5
In hERG rescue, CC(Oc1cccc2cccnc12)C(=O)N/N=C/c1ccc2c(c1)OCO2 (configuration not stated) has -7.8

Continuation:
SMILES | KCNQ1 inh | KCNQ1 pot | GSK3A inh | hERG rescue | PolyA inhibitor | GSK3B inh | RGS4 block | RGS4 act | Dyrk1A ADPGlo | KCNK3 block | KCNK9 block
COc1cccc(OCC(O)CNC(=O)c2oc3ccc(C)cc3c2C)c1 (configuration not stated) | i | i | -2.6 | -3.1 | i | 3.0 | i | i | 6.5 | i | i
Cc1ccc(S(=O)(=O)C(CCC(=O)N2CCOCC2)S(=O)(=O)c2ccc(C)cc2)cc1 | i | i | -0.9 | -16.2 | i | -3.9 | i | i | 0.5 | i | i
Nc1[nH]ncc1C(=O)Nc1cccc(C(F)(F)F)c1 | i | i | -2.9 | -4.4 | i | 1.8 | i | i | -5.6 | i | i
Cc1ccc(NCN2C(=O)c3ccccc3C2=O)c(C)c1 | i | i | 1.5 | -4.2 | i | 1.5 | i | i | -3.0 | i | i
O=C(NNC(=O)c1cc2cc3ccccc3nc2s1)c1cccc(C(F)(F)F)c1 | i | i | -0.8 | -11.6 | i | -5.5 | i | i | 4.1 | i | i
CCOC(=O)c1c(NC(=O)CSc2nnc(C)c(=O)[nH]2)sc(C)c1-c1ccc(C)cc1 | i | i | -8.6 | -15.2 | i | 2.0 | i | i | 11.4 | i | i
CN(CC(=O)Nc1ccc(Cl)cc1)C(=O)C1=COCCO1 | i | i | 0.6 | -3.6 | i | -4.6 | i | i | 4.6 | i | i
CC(=O)O[C@@H]1[C@H]2[C@@H](C[C@@H](C)[C@@H]3CCC(=O)[C@@]13C)OC(=O)[C@@H]2C | i | i | -3.1 | 2.1 | i | 2.5 | i | i | nt | i | i
CCOCCc1c(O)nc(SCC(=O)N2CCOCC2)[nH]c1=O | i | i | -0.7 | -5.7 | i | 3.1 | i | i | 11.9 | i | i
CC(=O)Nc1ccc(S(=O)(=O)NCc2cn3ccsc3n2)cc1 | i | i | -0.7 | 3.2 | i | -3.0 | i | i | -2.4 | i | i
Cc1ccc(NC(=O)COc2coc(CN3c4ccccc4CC3C)cc2=O)c(C)c1 (configuration not stated) | i | i | 0.7 | -15.0 | i | -2.5 | i | i | -5.6 | i | i
O=c1[nH]c(NCc2ccccc2)nc2c1CCC2 | i | i | -1.8 | -8.4 | i | -1.6 | i | i | 1.3 | i | i
CCn1c(=O)c2ccccc2n(Cc2cccc(C)c2)c1=O | i | i | nt | -11.9 | i | -5.9 | i | i | 6.4 | i | i
O=C(Cn1nc(-c2ccc(F)cc2)ccc1=O)Nc1ccc2c(c1)OCCO2 | i | i | -0.7 | -2.8 | i | -1.5 | i | i | 0.4 | i | i
O=C(COC(=O)CCc1c[nH]c2ccccc12)Nc1cc([N+](=O)[O-])ccc1Cl | i | i | -3.4 | -16.0 | i | -0.2 | i | i | 3.9 | i | i
CCn1c(SCC(=O)Nc2ccccc2N2CCOCC2)nnc1-c1ccccc1O | i | i | -1.6 | -11.5 | i | -3.6 | i | i | -1.0 | i | i
COC(=O)CCC(=O)Nc1ccccc1C(=O)Nc1ccccc1 | i | i | -2.4 | -4.9 | i | -1.1 | i | i | 12.6 | i | i
C/C(=N\O)c1ccc2c3ccccc3n(C)c2c1 | i | i | -2.6 | -5.0 | i | -1.5 | i | i | -0.9 | i | i
Cc1cc2nnc(SCC(=O)NCc3cccs3)n2c(N)n1 | i | i | nt | -12.3 | i | 2.7 | i | i | 2.8 | i | i
CCOC(=O)c1c(NC(=O)COc2ncnc3sccc23)sc2c1CCC2 | i | i | -1.5 | -5.6 | i | 1.9 | i | i | 3.9 | i | i
O=C(CNC1CCCCC1)Nc1cccc([N+](=O)[O-])c1 | i | i | -0.3 | -8.0 | i | 9.7 | i | i | -0.9 | i | i
COc1ccc(C2(C)NC(=O)N(CC(=O)Nc3cccnc3Cl)C2=O)cc1 (configuration not stated) | i | i | -0.9 | -9.6 | i | 0.8 | i | i | 3.4 | i | i
Nc1nc(-c2nonc2N)no1 | i | i | 3.4 | -3.2 | i | 0.6 | i | i | 4.7 | i | i
O=C(Nc1ncc(Cc2ccc(C(F)(F)F)cc2)s1)c1ccc(-c2cccc([N+](=O)[O-])c2)o1 | i | i | -2.5 | -4.6 | i | -0.1 | i | i | 1.1 | i | i
CC(Sc1nc2nn(-c3ccccc3)c(=O)c-2c2n1CCCCC2)C(N)=O (configuration not stated) | i | i | nt | -5.9 | i | -0.3 | i | i | nt | i | i
O=C(Nc1ccccc1O)c1ccc2c(c1)C(=O)N(c1ccccc1)C2=O | i | i | -2.3 | -2.2 | i | -1.9 | i | i | -4.8 | i | i
CCOC(=O)c1c(C)[nH]c(C(=O)N/N=C/c2cc([N+](=O)[O-])ccc2O)c1C | 9* | i | -0.3 | -17.2 | i | -2.1 | i | i | 2.0 | i | i
Cc1ccc(OCC(=O)NNC(=O)C2CCN(c3ncccn3)CC2)cc1 | i | i | -4.5 | -9.7 | i | -0.7 | i | i | 20.8 | i | i
Cc1ccc(NS(=O)(=O)N2CCOCC2)c(C)c1 | i | i | 0.8 | -10.5 | i | 3.0 | i | i | -9.3 | i | i
Cc1nc(-c2ccc(NC(=O)c3ccc(Br)o3)cc2)cs1 | i | i | -1.0 | -10.6 | i | 0.3 | i | i | 10.2 | i | i

3 records picked at random from the list so far:
SMILES | KCNQ1 inh | KCNQ1 pot | GSK3A inh | hERG rescue | PolyA inhibitor | GSK3B inh | RGS4 block | RGS4 act | Dyrk1A ADPGlo | KCNK3 block | KCNK9 block
Cc1ccc(OCC(=O)NNC(=O)C2CCN(c3ncccn3)CC2)cc1 | i | i | -4.5 | -9.7 | i | -0.7 | i | i | 20.8 | i | i
O=C(CNC1CCCCC1)Nc1cccc([N+](=O)[O-])c1 | i | i | -0.3 | -8.0 | i | 9.7 | i | i | -0.9 | i | i
O=C(Nc1ncc(Cc2ccc(C(F)(F)F)cc2)s1)c1ccc(-c2cccc([N+](=O)[O-])c2)o1 | i | i | -2.5 | -4.6 | i | -0.1 | i | i | 1.1 | i | i

The list goes on.
SMILES | KCNQ1 inh | KCNQ1 pot | GSK3A inh | hERG rescue | PolyA inhibitor | GSK3B inh | RGS4 block | RGS4 act | Dyrk1A ADPGlo | KCNK3 block | KCNK9 block
CCOc1cc(CN2CCN(C(=O)c3ccco3)CC2)ccc1OC | i | i | nt | -7.9 | i | -1.7 | i | i | -6.5 | i | i
CC(C)(C)NC(=O)C(c1ccc(F)cc1)N(C(=O)CCC(=O)Nc1ccccn1)C1CCCC1 (configuration not stated) | i | i | -1.1 | -6.8 | i | -0.3 | i | i | 3.3 | i | i
CCOc1cccc(CNc2ccc(O)cc2)c1OCc1ccc(Cl)cc1 | i | i | -4.9 | -10.8 | i | -0.9 | i | i | 0.5 | i | i
CC(C)C(C)N(Cc1cccc(C(=O)O)c1)C(=O)c1ccc2ccccc2n1 (configuration not stated) | i | i | -4.3 | -4.6 | i | 0.7 | i | i | nt | i | i
COc1ccccc1C(=O)NC(=S)Nc1ccccc1N1CCCC1 | i | i | 7.0 | -9.1 | i | 0.2 | i | i | 22.6 | i | i
CCOC(=O)C1C(=O)N(O)CC1c1cccc(Oc2ccccc2)c1 (configuration not stated) | i | i | -1.8 | -11.5 | i | -1.8 | i | i | -4.4 | i | i
COc1ccc(C)cc1NC(=O)c1ccc2c(SCC(=O)O)c3c(nc2c1)CCCC3 | i | i | -2.0 | -15.4 | i | 1.1 | i | i | 4.3 | i | i
Cc1noc(/C=C/c2ccco2)c1S(=O)(=O)N1CCC(C(=O)NC(C)c2ccccc2)CC1 (configuration not stated) | i | i | 1.6 | -3.1 | i | 0.6 | i | i | -0.4 | i | i
Cc1cccnc1NC(=O)c1cccc(S(=O)(=O)N2CCN(c3ccc(F)cc3)CC2)c1 | i | i | 1.2 | -8.3 | i | -3.4 | i | i | 4.5 | i | i
CCc1nnc(NC(=O)CCC(=O)NC2CC2)s1 | i | i | -1.0 | -0.7 | i | 0.4 | i | i | -7.0 | i | i
CCc1cc2c(=O)n3c(nc2s1)-c1[nH]c2ccc(OC)cc2c1CC3 | i | i | -1.4 | -4.3 | i | 1.1 | i | i | -0.7 | i | i

Screening results (PubChem BioAssay)

The list is partial; count on the stated rates, not on these rows.
